Assay outcomes from PubChem BioAssay.
KCNQ2 block – KCNQ2 channel blockers in CHO-K1 cells – cell-based, FluxOR thallium flux, B-score, primary screen (AID 2156); O88943; 20 min; stronger effect = lower value; B-score at 10 µM; actives 1.1% (n = 310,000);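 active = fluorescence ratio B-score at most minus 3 library SDs, with starting brightness B-score within 2 library SDs, cut at about -5.5 in these data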
Kir21 block – inhibitors of mouse Kir2.1 inward-rectifier potassium channel; P35561; HEK293-Kir2.1, FluxOR thallium flux fluorescence; stronger effect = lower value; B-score at 10 µM; actives 0.85% (n = 310,000); AID 1672;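 active = fluorescence ratio B-score at or below minus 3 SD of library scores, with starting-brightness B-score within 2 SD, cut at about -4.2 in these data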;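 also: channel flux triggered by added potassium and thallium sulfate stimulus; B-score of peak minus minimum fluorescence over baseline after thallium stimulus; more negative B-score means stronger Kir2.1 block with less thallium influx; some compounds called inactive have numbers as strong as hits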
Target sequence (P35561 whole entry, looked up): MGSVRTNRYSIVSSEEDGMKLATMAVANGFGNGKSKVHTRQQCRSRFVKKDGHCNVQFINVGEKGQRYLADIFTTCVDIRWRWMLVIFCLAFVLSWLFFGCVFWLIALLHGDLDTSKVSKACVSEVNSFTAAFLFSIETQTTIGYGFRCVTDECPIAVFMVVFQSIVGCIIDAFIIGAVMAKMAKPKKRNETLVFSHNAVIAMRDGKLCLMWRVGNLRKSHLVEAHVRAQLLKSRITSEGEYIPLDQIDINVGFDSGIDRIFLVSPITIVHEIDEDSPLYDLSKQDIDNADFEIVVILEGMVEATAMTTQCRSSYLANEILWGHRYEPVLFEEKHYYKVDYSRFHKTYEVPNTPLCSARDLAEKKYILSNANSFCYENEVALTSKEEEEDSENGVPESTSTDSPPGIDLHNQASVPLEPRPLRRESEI
* marks the source's active call; other numbers are inactive results; i = inactive.

no.	SMILES	KCNQ2 block	Kir21 block
1	Cc1cc(C)c(C)c(S(=O)(=O)Nc2ccccc2C(=O)O)c1C	i	0.76
2	CCOC(=O)c1c(S(=O)(=O)Nc2ccccc2OCC)c(C)n(C)c1C	i	0.92
3	O=C(CNc1ccccc1)N/N=C/c1ccc2c(c1)OCCO2	i	-0.16
4	CC(NC(=O)CCc1nc2cc(S(=O)(=O)N3CCOCC3)ccc2n1C)c1ccc(S(N)(=O)=O)cc1 (stereo unspecified)	i	1.09
5	Cc1ccc(C(C)C)cc1C(=O)CC1(O)C(=O)N(C)c2ccccc21 (stereo unspecified)	i	-1.21
6	S=C(NCc1ccco1)N1CCN(Cc2ccc(Cl)cc2Cl)CC1	i	0.01
7	O=C(c1cc(F)ccc1F)N1CCC(N2CCC(C(=O)N3CCCC3)CC2)CC1	i	-1.55
8	COc1ccc(C(=O)/C=C/Nc2ccc(S(=O)(=O)Nc3onc(C)c3C)cc2)cc1	i	2.14
9	CCOC(=O)c1sc2nc(SC)nc(-c3ccccc3)c2c1N	i	-0.89
10	Cn1c(=O)[nH]c(=O)c2c1nc(N1CCN(c3cccc(Cl)c3)CC1)n2CCCc1ccccc1	i	-1.44
11	NC(=O)c1ccc(NC(=O)CCc2nc3ccccc3s2)cc1	i	-0.34
12	CCOC(=O)N1CCN(c2nc(-c3ccccc3)c3cc(C)ccc3n2)CC1	i	-1.44
13	Fc1ccc(NC(=S)N2CCCc3ccccc32)cc1	i	-1.23
14	COc1cccc(C(=O)CC(=O)C(=O)Nc2cc(OC)ccc2OC)c1	i	0.7
15	CCOC(=O)Cc1csc(SCC(=O)/C(C#N)=C(\C)N)n1	i	-0.81
16	O=c1cc(N2CCN(c3ccccc3)CC2)[nH]c(=O)n1C1CCCCC1	i	-0.99
17	COC(=O)c1cc(C(=O)NCC2CCCCC2)cc([N+](=O)[O-])c1	i	-0.35
18	Cc1nn(-c2ccccc2)nc1CNC(=O)C1CCC1	i	1.88
19	CC(=O)c1c(C(C)=O)c(C)n(Cc2ccc(Cl)cc2)c1C	i	-0.51
20	CCC1CCCCN1C(=O)CSc1nc(N)cc(=O)[nH]1 (stereo unspecified)	i	1.38
21	O=C(O)CNC(=S)N(Cc1ccccc1F)C1CCCCC1	i	-0.07
22	CCN(CC)S(=O)(=O)c1ccc(N2CCOCC2)c(NC(=O)CCOc2ccccc2)c1	i	0.55
23	N=C1C(c2ccccc2)=C(O)CN1c1cccc2ccccc12	i	-1.02
24	CN(CC(=O)Nc1ccccc1Cl)C(=O)COC(=O)c1cnccn1	i	1.43
25	COc1ccccc1Oc1ccc2c(c1)C(=O)N(c1ccc(C)cc1)C2=O	i	0.96
26	CC(C)(C)c1nc(NCCO)c2nnn(Cc3ccccc3)c2n1	i	-0.62
27	Oc1ccccc1CNc1ncc(Br)cc1Br	i	-0.49
28	CCCOc1ccc(C2C(=O)N(C3CCCCC3)CC(=O)N2C2CC2)cc1OC (stereo unspecified)	i	0.85
29	COc1ccc(CCNC(=O)[C@H](CCSC)NC(=O)N2CCn3c2nc2ccccc23)cc1OC	i	-1.21
30	CSc1ccccc1C(=O)Nc1cccc([N+](=O)[O-])c1	i	0.37
31	CCOC(=O)C1=Nc2ccccc2C1=[N+]=[N-]	i	-0.03
32	CCS(=O)(=O)n1c(Cc2cccs2)nc2ccccc21	i	-1.97
33	CCC(NC(=O)C1C2C=CC(C2)C1C(=O)O)c1ccc(C)cc1 (stereo unspecified)	i	0.86
34	CCCn1nnnc1NCc1cccn1C	i	1.41
35	CCOC(=O)C1(CCOc2ccccc2)CCN(Cc2ccc(C#CCCO)cc2)CC1	i	-0.42
36	COC(=O)CCCCC1SCC(NC(=O)OC)C1NC(=O)OC (stereo unspecified)	i	2.31
37	CCC(Sc1nc(C)cc(C)n1)C(=O)Nc1cc(C)on1 (stereo unspecified)	i	-0.42
38	Cc1cc(CN(C)C(=O)c2cc(COc3ccc(F)cc3Cl)on2)n[nH]1	i	0
39	CCSc1ccc2cc(OC)ccc2[n+]1CC	i	0.01
40	COc1cc(NC(=S)N2CCN(S(=O)(=O)c3ccc(C)cc3)CC2)cc(OC)c1	i	-0.09
41	CN(c1ccccc1)S(=O)(=O)c1ccc(C(=O)OCC(=O)NCc2ccco2)cc1	i	-1.9
42	CC(C)(C)OC(=O)N1CCC(CNC(=O)Nc2ccccc2)CC1	i	-0.76
43	CC(C)(C)c1ccc(C(=O)N/N=C/c2ccc(OCCCF)cc2)cc1	i	0.01
44	COc1ccccc1Nc1nc(NCC(C)C)nc(N)c1[N+](=O)[O-]	i	0.54
45	Cc1nnc(SCc2ccccc2)nc1/C=C/NOCc1ccc(Cl)cc1Cl	i	0.08
46	Cc1onc(-c2c(Cl)cccc2Cl)c1-c1nnc(-c2ccc(Cl)cc2)o1	i	-1.38
47	CCOC(=O)CN1NC2(CCCCCC2)NC1=S	i	-0.92
48	N#CC1=C2SCN(c3ccccc3)CN2C(=O)CC1c1ccccc1Cl (stereo unspecified)	i	0.65
49	COc1ccccc1OCCOCCOc1ccc(C)cc1[N+](=O)[O-]	i	0.14
50	O=S(=O)(NCCc1csc(-c2cccnc2)n1)c1ccc(Cl)s1	i	-0.26

2 entries from above in a different format:
Screens in order – KCNQ2 block	Kir21 block
45: Cc1nnc(SCc2ccccc2)nc1/C=C/NOCc1ccc(Cl)cc1Cl
  i	0.08
46: Cc1onc(-c2c(Cl)cccc2Cl)c1-c1nnc(-c2ccc(Cl)cc2)o1
  i	-1.38

Remaining list, next part.
no.	SMILES	KCNQ2 block	Kir21 block
51	COc1ccc(NC(=O)Nc2ccc3oc(C)nc3c2)cc1	i	0.35
52	O=C(N/N=C/c1ccc(-c2ccccc2[N+](=O)[O-])o1)c1cncc(Br)c1	i	-1.33
53	Cc1ccc(SC[C@H](c2ccccc2)N2CCN(CC(C)C)CCC2=O)cc1	i	-0.57
54	CCOc1ccc(C(CC(=O)O)NC(=O)Cc2ccccc2)cc1OC (stereo unspecified)	i	-1.01
55	CCCOc1ccc(-c2nnn(CC(=O)c3ccc4c(c3)OCCO4)n2)cc1	i	-0.49
56	Cc1cccc2c1N(CCOc1ccccc1)C(=O)C2=O	i	-0.18
57	CCn1c(SCC(=O)Nc2cc(OC)ccc2OC)nc2c(c1=O)SCC2	i	-1.58
58	COc1ccc(OC)c(S(=O)(=O)N(C)CC(=O)N2CCN(c3cccc(Cl)c3)CC2)c1	i	-0.24
59	CCC(C)NC(=O)CSc1nc2c(sc(=S)n2-c2cc(Cl)ccc2OC)c(=O)[nH]1 (stereo unspecified)	i	-0.03
60	CSCCC(NC(=O)c1ccc([N+](=O)[O-])cc1Cl)C(=O)OCC(=O)NCCCc1ccccc1 (stereo unspecified)	i	-1.25
61	CC1CC(C)CN(C(=O)CSc2nnc(N)s2)C1 (stereo unspecified)	i	-2.74
62	Cc1c(CCO)c(=O)[nH]n1S(=O)(=O)c1ccc(Cl)cc1Cl	i	-2.96
63	O=C(Nc1cscc1S(=O)(=O)c1ccccc1)c1ccccc1Cl	i	-1.75
64	O=C(Cc1ccc(F)cc1)NCc1cccnc1	i	-1.48
65	O=C(COC(=O)CSc1ccc(F)cc1)NCC1CCCCC1	i	-1.97
66	NC(=O)CN(Cc1ccccc1)S(=O)(=O)c1ccc2c(c1)OCCO2	i	0.39
67	COc1cc2c(cc1NC(=O)C1CCCO1)oc1ccccc12 (stereo unspecified)	i	0.92
68	Cc1ccc(S(=O)(=O)CCc2nnc(NC(=O)c3cnccn3)s2)cc1	i	-0.27
69	COc1cc(C(=O)NCc2nnc(SCC(=O)Nc3nc4ccccc4s3)o2)cc(OC)c1OC	i	-0.35
70	Cc1ccc(S(=O)(=O)N2CCN(c3ccc(N4CCOCC4)nn3)CC2)cc1[N+](=O)[O-]	i	-1.38
71	CC1CCN(C(=O)C2CCCCN2S(=O)(=O)c2cccc([N+](=O)[O-])c2)CC1 (stereo unspecified)	i	0.55
72	Cc1ccc(CC(=O)Nc2nc3ccccc3[nH]2)cc1C	i	0.1
73	CCOc1ccc(Br)cc1S(=O)(=O)Nc1nc(CN2CCOCC2)nc2sc(C)c(C)c12	i	1.74
74	COc1ccc(NS(=O)(=O)c2ccc(NS(=O)(=O)c3cccs3)cc2)c(OC)c1	i	1.34
75	COc1ccc(NCC(=O)N/N=C/c2cc([N+](=O)[O-])ccc2N2CCCC2)cc1	i	0.88
76	Cc1ccc(S(=O)(=O)c2nc(NCc3ccc4c(c3)OCO4)sc2Cl)cc1	i	-0.68
77	COc1ccc(NC(=O)N(CCC(C)C)C(C)c2ccccn2)c(OC)c1 (stereo unspecified)	i	0.3
78	O=C(Nc1nccs1)c1cccc(NC(=O)C2CC2)c1	i	2.24
79	COc1ccc(C(=O)Nc2cccc3c2CCCC3)c(OC)c1	i	-0.03
80	COc1ccc(CNC(=O)C/C(C)=N/NC(=O)c2ccc(OC)cc2OC)cc1	i	1.31
81	CC(C)(C)C(=O)NC(NC(=O)C(C)(C)C)c1ccc([N+](=O)[O-])cc1	i	-1.27
82	Cc1ccc(S(=O)(=O)NN2C(=O)/C(=C/c3cccnc3)SC2=S)cc1	i	-0.59
83	O=S(=O)(N1CCCCC1)n1c(Cc2ccccc2)nc2ccccc21	i	-0.29
84	COc1ccc(-c2cc(C(=O)Nc3ccc4c(c3)OCO4)no2)cc1OC	i	-0.19
85	COc1ccc(S(=O)(=O)N2CCOC2CNC(=O)C(=O)NCC(C)C)cc1OC (stereo unspecified)	i	-0.79
86	CN(CCCC(=O)Nc1ccncc1)S(=O)(=O)c1ccc(Cl)cc1	i	-1.68
87	CCNC(=S)Nc1ccc(Oc2ccccc2)cc1	i	-0.73
88	CC[C@H](C)[C@H](NS(=O)(=O)c1ccc(C)cc1)C(=O)N1CCC(C(=O)N[C@@H](C)C(=O)O)CC1	i	-0.6
89	COc1cc(Br)c(S(=O)(=O)Nc2c(C)n(C)n(-c3ccccc3)c2=O)cc1OC	i	0.02
90	Cc1cccc(NC2=NC(=S)N(c3cccc(C(=O)O)c3)C23CCCCC3)c1	i	-0.87
91	O=C(CSc1nc(=O)n(CCCN2CCOCC2)c2c1CCC2)Nc1ccccc1F	i	-0.58
92	Cc1cc(OCC(=O)N(C)Cc2ccccc2)ccc1Br	i	1.33
93	Cc1nc2ccccc2cc1O	i	0.53
94	Cc1cccc(NC(=O)c2cccc(S(=O)(=O)Nc3ccccc3C(=O)O)c2)c1	i	-0.4
95	Cc1ccccc1-n1nc(C(=O)c2cccs2)cc(-c2nc3ccccc3[nH]2)c1=N	i	-0.41
96	C/C=C/COC(=O)c1[nH]c2c(c1C)C(=O)CC(c1ccc(N(C)C)cc1)C2 (stereo unspecified)	i	0.7
97	Cc1c(C(=O)Nc2ccccn2)sc2nc3n(c(=O)c12)CCC3	i	-0.28
98	CC(=O)N1c2ccc(S(=O)(=O)N3CCC(C(=O)N4CCCC(C)C4)CC3)cc2CC1C (stereo unspecified)	i	-0.05
99	COCCN(C(=O)/C=C/c1cccc([N+](=O)[O-])c1)c1c(N)n(Cc2ccccc2)c(=O)[nH]c1=O	i	-1.2
100	Cc1cc(CSC(=N)N)c(CSC(=N)N)cc1C	i	-2.22

(more compounds)
no.	SMILES	KCNQ2 block	Kir21 block
101	CC1CCCN(C(=O)C23CCC(C)(C(=O)C2)C3(C)C)C1 (stereo unspecified)	i	0.08
102	COC(=O)C(c1ccccc1)C1(O)CC(C)N(C)CC1C (stereo unspecified)	i	2.34
103	CCn1ncc(Br)c1C(=O)Nc1ncc(C)s1	i	-0.54
104	COc1c(C)cc(C(=O)C2CCCN(C(=O)c3ccc4cc[nH]c4c3)C2)cc1C (stereo unspecified)	i	-1.39
105	COc1ccc(C(=O)Nc2ccccc2C(=O)NC(Cc2c[nH]c3ccccc23)C(=O)O)cc1 (stereo unspecified)	i	1.25
106	OCC1(CCCc2ccccc2)CCN(Cc2ccc(F)cc2)CC1	i	-6.16*
107	COc1ccccc1CNC(=O)/C=C/c1ccc(Br)o1	i	-0.58
108	O=C(O)CN1C(=O)C2C3C=CC(C3)C2C1=O (stereo unspecified)	i	0.69
109	CSc1ccccc1-c1nnc(NC(=O)Cc2ccccc2)o1	i	-1.14
110	O=C(OCC#CCSc1nc2ccccc2o1)c1cc2ccccc2o1	i	2.62
111	CC1CCN(c2nc(-c3ccncc3)nc3ccccc23)CC1	i	-0.68
112	Cn1c(=O)n(CCc2ccccc2)c(=O)c2c1nc1n2CCCN1CCc1ccccc1	i	0.05
113	Cc1ccc(-c2noc(CCCC(=O)Nc3cccnc3)n2)cc1	i	0.52
114	CC(/C=C1\SC(=S)N(NC(=O)c2ccc(C)cc2)C1=O)=C\c1ccccc1	i	-1.62
115	COc1cccc2cc(C(=O)OC3CCN(C)CC3)c(=O)oc12	i	-1.99
116	O=c1n(CCCN2CCN(c3cccc(Cl)c3)CC2)nc2ccccn12	i	1.92
117	Cc1nc([N+](=O)[O-])cn1-c1ccc(N)cc1	i	-0.01
118	COc1cccc(/C=C2\Oc3cc(OCC(=O)N4Cc5ccccc5C[C@H]4C(=O)O)ccc3C2=O)c1	i	1.88
119	CC1CSc2ccccc2NC1=S (stereo unspecified)	i	-0.68
120	O=C(CSc1nnc(-c2cccc(F)c2)o1)N1CCOCC1	i	-0.18
121	COc1ccc(NC(=O)CCN2CCOCC2)c(OC)c1	i	1.13
122	O=S(=O)(c1ccc(F)cc1)n1ccc2cccnc21	i	-0.43

Laid out differently: entries from further up.
87) CCNC(=S)Nc1ccc(Oc2ccccc2)cc1
88) CC[C@H](C)[C@H](NS(=O)(=O)c1ccc(C)cc1)C(=O)N1CCC(C(=O)N[C@@H](C)C(=O)O)CC1
89) COc1cc(Br)c(S(=O)(=O)Nc2c(C)n(C)n(-c3ccccc3)c2=O)cc1OC
entry no. | 87 | 88 | 89
KCNQ2 block | i | i | i
Kir21 block | -0.73 | -0.6 | 0.02

This is a random part of the collection, and some 1.9% of all compounds hit somewhere here.
